# High-throughput results deposited in PubChem BioAssay by several laboratories.
# MC4R antag cAMP: MC4R antagonists of cAMP signaling, primary screen, cell-based, TR-FRET, antagonist arm of biased-ligand search; Melanocortin receptor 4 (Homo sapiens), P32245; inhibition, % at 6.5 µM; AID 540295, 2011; 360,000 compounds, 0.48% hits; MC4R-expressing cells, MTII-stimulated cAMP, LANCE TR-FRET;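 active means inhibition above its plate's cutoff, the mean of tested wells on that plate plus 3 SD, cut at about 29% in these data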;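 further: 0% = Melanotan II alone and 100% = Melanotan II plus saturating MCL0020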
#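 Assay system: human MC4R-expressing U2OS cells; reagent: Melanotan II stimulation of cells; dosing: 6.5 µM single dose; timing: compound 30 min, challenge 1 h, detection 1 h; signal: TR-FRET cAMP assay; replicates: one well per compound, no replicates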
# NCOA3 inh: SRC3 coactivator transcriptional activity inhibitors, primary screen, cell-based, luminescence | inhibition, % at 3.6 µM | HEK293 GAL4-SRC3 luciferase reporter | 360,000 compounds, 0.17% hits;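 active means inhibition above a per-campaign cutoff, the mean of all compounds plus 3 SD, cut at about 60% in these data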;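 further: 0% = DMSO-treated cells and 100% = gossypol-treated cells at 36 µM; higher means less SRC3-driven luciferase light from the GAL4 reporter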
# ABHD5 PLIN5 PPI: ABHD5-PLIN5 interaction inhibitors, primary screen, cell lysate, split luciferase complementation, luminescence; Perilipin-5 (Homo sapiens) + 1-acylglycerol-3-phosphate O-acyltransferase ABHD5 (Homo …; Split G. princeps luciferase complementation, 4 h; inhibition, % at 4 µM; 360,000 compounds, 0.78% hits; AID 602281, 2012;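 active means inhibition above the mean inhibition across every tested compound plus 3 SD, cut at about 22% in these data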;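 further: 0% = DMSO only wells and the 100% control is not disclosed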
# MC4R ag barr: MC4R agonists recruiting beta-arrestin, primary screen, cell-based, luminescence, agonist arm of biased-ligand search | activation, % at 8.9 µM | U2OS MC4R beta-arrestin complementation; percent of melanotan II response, DMSO zero | 360,000 compounds, 0.98% hits | Melanocortin receptor 4 (Homo sapiens), P32245;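 active means activation above a per-plate cutoff, the mean activation of sample wells on that plate plus 3 SD, cut at about 8% in these data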
# LRH-1 inv ag: LRH-1 (NR5A2) inverse agonists, primary screen, cell-based, luminescence, HEK293T, StAR-luciferase reporter; 360,000 compounds, 0.13% hits; LRH-1 transfected, 24 h; inhibition, % at 3.6 µM;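 active means inhibition above the mean inhibition of all tested compounds plus 3 SD, cut at about 73% in these data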;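 further: 0% = DMSO wells and 100% = reporter-only cells lacking LRH-1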
# COUP-TFII inh: NR2F2 transcriptional activity inhibitors, primary screen, cell-based, luciferase reporter, HEK293T, luminescence. COUP transcription factor 2 (Homo sapiens), P24468. HEK293T NGFI-A luciferase reporter. inhibition, % at 8.6 µM. 370,000 compounds, 0.7% hits. AID 686940, 2013;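 active means inhibition above a per-plate cutoff, mean inhibition of test wells between control levels plus 3 SD, cut at about 38% in these data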;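 further: cells cotransfected with COUP-TFII expression vector driving the NGFI-A reporter; 0% = median of COUP-TF2 test wells and 100% = reporter-only cells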
# Target sequence (P24468 whole entry, looked up): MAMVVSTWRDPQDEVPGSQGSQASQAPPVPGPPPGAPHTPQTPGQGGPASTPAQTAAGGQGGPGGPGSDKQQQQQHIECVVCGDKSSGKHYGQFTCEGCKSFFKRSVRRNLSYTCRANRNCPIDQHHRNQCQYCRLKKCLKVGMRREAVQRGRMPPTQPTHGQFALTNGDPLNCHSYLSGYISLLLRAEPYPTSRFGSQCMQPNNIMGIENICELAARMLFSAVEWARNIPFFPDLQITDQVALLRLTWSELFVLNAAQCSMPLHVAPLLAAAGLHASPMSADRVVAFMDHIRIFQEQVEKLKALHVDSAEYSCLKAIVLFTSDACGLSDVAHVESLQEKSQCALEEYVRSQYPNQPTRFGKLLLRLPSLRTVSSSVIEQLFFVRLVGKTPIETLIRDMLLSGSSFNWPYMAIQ
# NOD2 RIPK2 PPI: NOD2-RIPK2 binding disruptors in cells, primary screen, fluorescence, CHO cells, BLA complementation | CCF4 ratio | Receptor-interacting serine/threonine-protein kinase 2 (Homo sapiens), O43353 | 360,000 compounds, 0.38% hits | inhibition, % at 4.98 µM; in the data active means inhibition above about 21%;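 further: 0% = vehicle only and 100% = reference blocker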
# Target sequence (O43353 whole entry, looked up): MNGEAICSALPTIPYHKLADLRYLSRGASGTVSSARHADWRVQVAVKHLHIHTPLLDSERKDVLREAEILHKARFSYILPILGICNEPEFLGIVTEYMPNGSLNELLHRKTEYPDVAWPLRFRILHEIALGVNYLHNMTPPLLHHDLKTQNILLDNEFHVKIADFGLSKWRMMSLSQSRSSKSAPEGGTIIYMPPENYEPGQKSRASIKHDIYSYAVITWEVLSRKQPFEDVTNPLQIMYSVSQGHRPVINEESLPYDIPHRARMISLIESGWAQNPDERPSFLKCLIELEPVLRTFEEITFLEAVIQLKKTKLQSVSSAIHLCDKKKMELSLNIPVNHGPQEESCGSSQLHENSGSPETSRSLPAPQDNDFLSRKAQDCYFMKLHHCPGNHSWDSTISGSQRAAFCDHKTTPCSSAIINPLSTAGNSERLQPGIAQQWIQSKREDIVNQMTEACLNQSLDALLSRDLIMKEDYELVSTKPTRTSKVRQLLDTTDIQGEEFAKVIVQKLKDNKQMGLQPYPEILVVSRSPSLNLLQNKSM
# NCOA1 inh: SRC1 coactivator transcriptional activity inhibitors, primary screen, cell-based, luminescence; HEK293 GAL4-SRC1 luciferase reporter; inhibition, % at 3.6 µM; 360,000 compounds, 0.12% hits; AID 588354, 2011;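 active means inhibition above the campaign mean plus 3 SD, with each screening campaign given its own cutoff, cut at about 60% in these data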;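 further: 0% = DMSO treated cells and 100% = gossypol at 36 µM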
# LMP1 NFkB inh: EBV LMP1-driven NF-kappaB luciferase reporter inhibitors, primary screen, cell-based, luminescence, single point | inhibition, % at 12.5 µM | LMP1-induced NF-kappaB luciferase reporter cells | 350,000 compounds, 0.69% hits | AID 504558, 2011; in the data active means inhibition above about 41%;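 further: 0% = neutral control wells and 100% = reference inhibitor control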
# SRC2 inh: inhibition of GAL4-SRC2 driven luciferase reporter, primary screen, SRC2 inhibitor project, cell-based, luminescence; Nuclear receptor coactivator 2 (Homo sapiens), Q15596; HEK293 GAL4-SRC2 luciferase reporter; inhibition, % at 9 µM; 370,000 compounds, 0.17% hits; AID 651957, 2012;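 active means inhibition above the mean inhibition of all tested compounds plus 3 SD, set per campaign, cut at about 52% in these data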;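 further: 0% = DMSO treated cells and 100% = cells given Gossypol at 36 µM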
# TLR9-MyD88 inh: inhibitors of TLR9-MyD88 association in cells, primary screen, cell-based, CHO, BLA complementation, fluorescence. CCF4 FRET ratio. inhibition, % at 4.98 µM. 340,000 compounds, 0.21% hits. AID 504734, 2011;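 active means inhibition above the mean over all tested compounds plus 3 SD, cut at about 21% in these data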;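 further: 0% = DMSO only wells and 100% = clavulanate BLA inhibitor control wells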
# * = called active by the depositor; nt = no result given.
1: CN1C(=O)C(C2(C#N)CCCCC2)C(=O)N(C)C1=O
2: CCOc1ccc(NC(=O)N2C[C@H]3C[C@@H](C2)c2cccc(=O)n2C3)cc1
3: c1ccc2c(CCNCc3ccc4c(c3)OCO4)c[nH]c2c1
4: O=C(c1ccc(C(F)(F)F)cc1)C1CCCN(Cc2ccncc2)C1 (stereo not given)
5: Cc1cccc(-c2nc3ccc(C(=O)N4CCC5(CC4)OCCO5)cc3nc2-c2cccc(C)c2)c1
6: CCc1cccc2c(C#N)cn(CC(=O)N3CCOCC3)c12
7: CC(C)N1CCN(c2ccc(O)cc2)CC1
8: CSc1ccc(C(=O)C2CCCN(CCCn3cccn3)C2)cc1 (stereo not given)
9: Cc1cccc(N2CCC3(CC2)C(=O)NC(=O)NC3=O)c1
10: CSc1ncc(CN2CCCC(C(=O)c3cccc(Cl)c3)C2)cn1 (stereo not given)

assay / entry,1,2,3,4,5,6,7,8,9,10
MC4R antag cAMP,6,5,1,-8,-2,5,5,-5,5,5
NCOA3 inh,3,0,-7,20,14,23,4,8,7,21
ABHD5 PLIN5 PPI,-2,-3,3,0,14,2,0,5,-3,-1
MC4R ag barr,-0.9,-1.7,-1.7,-1.8,0.2,-2.2,-2.6,-2.3,-2.2,0.8
LRH-1 inv ag,13,0,1,21,18,9,1,-13,1,23
COUP-TFII inh,0,2,0,46*,7,10,-1,-9,5,-2
NOD2 RIPK2 PPI,2,-12,0,-2,-3,13,0,1,0,-1
NCOA1 inh,-27,-10,-7,-6,5,1,-21,-12,-3,2
LMP1 NFkB inh,4,0,-1,10,2,3,4,-4,-4,-15
SRC2 inh,12,-23,0,22,18,-6,7,-9,-20,4
TLR9-MyD88 inh,7,-15,-1,-2,-5,4,4,-1,4,3

11: Cc1cc(/C=C2\C(=O)NC(=O)N(C)C2=O)c(C)n1-c1ccc2c(c1)OCO2
12: O=C(Cn1cnc2sc3c(c2c1=O)CCCC3)NCCCC(=O)N1CCC2(CC1)OCCO2
13: Cn1c(O)c(C=NCCCN2CCCC2=O)c(=O)n(C)c1=O
14: CN1CCN(c2ccc([N+](=O)[O-])c(Sc3ccccn3)c2)CC1
15: CCOC(=O)c1cc2ccccc2n1C1CCN(Cc2ccccc2)CC1
16: CN(CCCCC(=O)/C=N/O)Cc1ccccc1 (tested in a mixture with another compound)
17: CCOC(=O)C1CCN(/C=C2/C(=O)NC(=O)N(Cc3ccco3)C2=O)CC1
18: COc1cccc(C(c2nnnn2Cc2ccccc2)N2CCC3(CC2)C(=O)NCN3c2ccccc2)c1OC (stereo not given)
19: Cc1ccccc1-n1c(/C=C/c2ccccn2)nc2ccccc2c1=O
20: CCCCn1c(O)c(C(C)=Nc2cccc(C(=O)O)c2)c(=O)[nH]c1=O

assay / entry,11,12,13,14,15,16,17,18,19,20
MC4R antag cAMP,-5,3,1,-4,nt,-3,-3,nt,6,6
NCOA3 inh,10,9,7,6,nt,8,-70,-2,-5,5
ABHD5 PLIN5 PPI,-8,2,1,14,-3,0,6,7,13,2
MC4R ag barr,-2.3,0.0,0.1,-1.7,nt,-0.8,-1.0,nt,-2.2,2.4
LRH-1 inv ag,9,-2,9,12,10,3,8,9,47,-16
COUP-TFII inh,-6,-9,-12,9,-28,2,-13,3,6,4
NOD2 RIPK2 PPI,-9,-2,-7,-2,1,-4,-2,0,-9,-5
NCOA1 inh,-18,-6,8,13,nt,-6,-19,7,12,-3
LMP1 NFkB inh,-6,-5,-6,3,nt,-1,1,nt,-5,-2
SRC2 inh,-16,-12,-3,-6,-4,12,-37,-20,30,3
TLR9-MyD88 inh,4,2,3,3,nt,1,5,nt,9,0

21: Cc1nn(CC(C)C)c(Cl)c1C(=O)NC1CCC(C)CC1 (stereo not given)
22: O=C1c2ccccc2-c2cccc3cccc1c23
23: COc1ccc(NC2(C#N)CCCCC2)cc1
24: Cn1c(C(=O)N2CCC(C(=O)N3CCC4(CC3)OCCO4)CC2)cc2sccc21
25: O=C1NC(=O)N(c2ccc(F)cc2)C(=O)/C1=C/c1ccc(N2CCOCC2)cc1
26: CC(=NCc1ccco1)c1c(O)n(-c2ccccc2C)c(=O)[nH]c1=O
27: Cc1[nH]c2ccccc2c1C1=CCNCC1
28: CCOC(=O)[C@]12Cc3ccccc3[C@H]1N(Cc1ccccc1)C(=O)c1cc(OC)ccc12
29: O=P(N1CCCCCC1)(N1CCCCCC1)N1CC1
30: O=C(OCc1ccccc1)N1CCC2CC1c1cc(N3Cc4ccccc4-n4nncc4C3)ccc12 (stereo not given)

assay / entry,21,22,23,24,25,26,27,28,29,30
MC4R antag cAMP,5,15,4,-4,19,6,4,nt,7,5
NCOA3 inh,-55,-38,-20,7,1,11,-7,nt,-6,-96
ABHD5 PLIN5 PPI,2,7,-5,-3,21,6,1,5,1,12
MC4R ag barr,-4.0,6.1,-2.4,0.8,-1.4,2.5,-1.1,nt,-3.8,-0.2
LRH-1 inv ag,-80,-49,-1,7,-3,2,4,17,11,-99
COUP-TFII inh,-42,-1,3,-2,-8,1,4,11,12,-11
NOD2 RIPK2 PPI,-4,16,-1,-1,4,-1,-1,1,9,-21
NCOA1 inh,-52,-30,5,-21,-4,-1,-2,nt,2,-58
LMP1 NFkB inh,-48,-6,-9,4,1,5,6,nt,-1,-74
SRC2 inh,-28,-48,15,-8,-29,4,7,-2,4,-37
TLR9-MyD88 inh,-8,6,0,-7,1,-12,4,nt,-8,11

31: CCC1(CC)C(=O)N(Cc2ccccc2)C(=O)N(Cc2ccccc2)C1=O
32: COc1cc2c(cc1OC)-c1c(OC)c(OC)cc3c1[C@H](C2)N(C)CC3
33: Cc1ccsc1C(=O)C1CCCN(Cc2cccc(-n3cccn3)c2)C1 (stereo not given)
34: CN1C(=O)N(C)C(=O)C2(Cc3c(nc4ccccn4c3=O)N3CCc4ccccc4C32)C1=O (stereo not given)
35: COc1ccc(NC2=NCC(C)S2)cc1 (stereo not given)
36: COc1cc(OC)c2c(c1)OCC1CON(C)C21 (stereo not given)
37: CCCCc1ccc(C(=O)O)nc1
38: O=c1c2ccccc2nc(/C=C/c2ccccc2F)n1-c1ccccc1O
39: CCC(C)C12CN3CCN(CC(C)(C3)C1=O)C2 (stereo not given)
40: COc1ccccc1N1CCN(Cc2ccc3c(c2)OCO3)CC1

assay / entry,31,32,33,34,35,36,37,38,39,40
MC4R antag cAMP,10,1,12,3,-3,6,5,10,-3,1
NCOA3 inh,9,-31,15,-21,10,3,-7,2,6,22
ABHD5 PLIN5 PPI,-6,-5,4,-3,4,10,-2,1,-7,1
MC4R ag barr,-0.9,-1.2,2.4,-1.2,-0.6,2.8,-1.2,2.9,-1.7,-0.7
LRH-1 inv ag,-15,22,10,8,-7,0,10,28,-5,0
COUP-TFII inh,nt,-19,10,-5,2,5,0,-10,-19,-9
NOD2 RIPK2 PPI,-1,8,-16,6,-8,2,-11,5,-7,5
NCOA1 inh,-1,12,3,-3,-17,-17,6,6,4,9
LMP1 NFkB inh,1,-15,0,7,-10,-1,7,1,6,-3
SRC2 inh,nt,-37,1,-50,-13,-23,-5,-14,2,-16
TLR9-MyD88 inh,2,-6,0,-5,11,-1,1,-11,6,4

# Record cards, from the list above. Order of values: MC4R antag cAMP	NCOA3 inh	ABHD5 PLIN5 PPI	MC4R ag barr	LRH-1 inv ag	COUP-TFII inh	NOD2 RIPK2 PPI	NCOA1 inh	LMP1 NFkB inh	SRC2 inh	TLR9-MyD88 inh
# Results for O=C1NC(=O)N(c2ccc(F)cc2)C(=O)/C1=C/c1ccc(N2CCOCC2)cc1 → 19	1	21	-1.4	-3	-8	4	-4	1	-29	1
# Results for CCOc1ccc(NC(=O)N2C[C@H]3C[C@@H](C2)c2cccc(=O)n2C3)cc1 → 5	0	-3	-1.7	0	2	-12	-10	0	-23	-15
# Results for O=c1c2ccccc2nc(/C=C/c2ccccc2F)n1-c1ccccc1O → 10	2	1	2.9	28	-10	5	6	1	-14	-11
# Results for CC(C)N1CCN(c2ccc(O)cc2)CC1 → 5	4	0	-2.6	1	-1	0	-21	4	7	4

# Other results follow:
41: CCCC12CN3CN(C1)CC(CCC)(C3)C2O (stereo not given)
42: O=C(O)c1nn(Cc2ccc(Cl)cc2Cl)c2ccccc12
43: O=C(Cc1ccccc1)N1CCN(Cc2ccc(Cl)cc2)CC1
44: CC[C@H]1CN(C)CCc2c([nH]c3ccccc23)C(=O)C[C@@H]1/C(=C\OC)C(=O)OC
45: O=c1[nH]c(=O)n(-c2ccc(F)cc2)c(O)c1C=Nc1ccccc1N1CCCC1
46: C[n+]1ccc(-c2ccncc2)cc1
47: Oc1ccccc1-[n+]1c(-c2ccccc2)cc(-c2ccccc2)cc1-c1ccccc1
48: N#CC(C#N)=Cc1ccc(N2CCCC2)cc1
49: CCCCn1c(O)c(C(CC)=NCc2cccnc2)c(=O)[nH]c1=O
50: O=C1NC(=O)C2(Cc3ccccc3N3CCOCC32)C(=O)N1c1ccccc1 (stereo not given)
51: COC(=O)C1=C(c2ccc(OCc3ccccc3)cc2)C[C@@H]2CC[C@H]1N2C(=O)NCc1cccc(F)c1
52: O=P(Nc1ccccc1)(Oc1ccccc1)Oc1ccccc1

assay / entry,41,42,43,44,45,46,47,48,49,50,51,52
MC4R antag cAMP,3,20,-1,14,11,6,6,-6,6,2,13,5
NCOA3 inh,-6,-13,14,8,-11,5,9,17,14,-7,-11,10
ABHD5 PLIN5 PPI,-1,-2,5,-2,2,-1,4,6,-1,3,-2,-7
MC4R ag barr,-1.8,-1.1,0.1,-0.6,0.2,-1.5,0.5,-2.6,-1.6,-1.4,-0.3,2.3
LRH-1 inv ag,1,-22,-1,-11,5,0,11,17,-12,7,19,-14
COUP-TFII inh,-6,11,16,-21,-15,23,7,6,5,-8,14,0
NOD2 RIPK2 PPI,-15,-4,-6,-4,-3,-7,0,12,5,0,-7,-3
NCOA1 inh,-8,1,8,3,4,-9,7,-17,-11,-6,10,12
LMP1 NFkB inh,-4,-3,-9,-7,-12,-4,4,1,6,8,8,-8
SRC2 inh,-18,4,21,-29,12,11,-12,-46,-11,17,13,6
TLR9-MyD88 inh,-7,2,4,-14,-11,7,-19,6,-5,-2,-2,1

# The list is partial. The share of hits here may be higher or lower than overall.
